# Bioassay records from PubChem.
# TRPML3 ag = activates the human TRPML3 channel. Q8TDD5. HEK293 TRPML3-YFP, Fluo-8 calcium fluorescence; 100% = the carbachol control signal. activation, % at 3 µM. 220,000 compounds, 0.29% hits. AID 1448;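 active means activation above its plate's cutoff, the mean activation of the plate's test wells plus 3 SD, cut at about 12% in these data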;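 further: 0% = DMSO only wells and 100% = carbachol wells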
#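 system = HEK293 cells stably carrying human TRPML3-YFP | doses = one concentration, 3 µM nominal, 0.3% DMSO | timing = dye loading 1 h 37 °C then 30 min ambient, 125 s read | detection = Fluo-8 calcium dye fluorescence, ex 470-495, em 515-575 nm | benchmarks = high control carbachol 87 µM, low control DMSO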
# EP2 mod = modulators of human EP2 prostaglandin E2 receptor; P43116; EP2-expressing cells, cAMP HTRF FRET, PGE2 co-stimulation; induction, % at 25 µM; 260,000 compounds, 0.83% hits; AID 940;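 active means compounds whose cAMP rise, as percent of the full-agonist control response, exceeds 60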;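 further: rat C6 glioma line stably carrying human EP2 under a CMV promoter; the protocol text gives 20 µM as final concentration; 100% = response of wells given 1 µM PGE2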
# Target sequence (P43116 whole entry, looked up): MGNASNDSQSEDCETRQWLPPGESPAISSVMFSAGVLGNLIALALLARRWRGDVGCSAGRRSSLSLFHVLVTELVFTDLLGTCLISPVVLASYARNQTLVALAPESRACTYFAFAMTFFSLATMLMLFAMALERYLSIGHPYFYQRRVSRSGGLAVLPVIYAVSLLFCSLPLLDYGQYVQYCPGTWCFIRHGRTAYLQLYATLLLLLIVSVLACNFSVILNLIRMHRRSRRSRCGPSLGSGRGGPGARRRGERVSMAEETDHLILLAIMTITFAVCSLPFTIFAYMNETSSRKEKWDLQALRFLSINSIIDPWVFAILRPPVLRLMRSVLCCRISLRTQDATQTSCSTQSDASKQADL
# PGE2 EP2 inh = EP2 receptor (human) inhibition. 260,000 compounds, 0.52% hits. C6 glioma cells expressing human EP2, cAMP TR-FRET; cells stimulated with saturating PGE2. P43116. AID 1422. inhibition, % at 25 µM;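 active means percent inhibition above 40 after rounding to a whole number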;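 further: rat C6 glioma host cells with rolipram phosphodiesterase inhibitor present; the protocol text gives 20 µM as final concentration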
# 14-3-3 Bad PPI = disrupts binding of bovine 14-3-3 zeta to phospho-Bad peptide. P63103. TR-FRET 14-3-3zeta/Dy647-pBad peptide displacement, 1 h. inhibition, % at 21.7 µM. 220,000 compounds, 0.71% hits. AID 781;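 active means inhibition above about 70%, limit read from the data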;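 further: 0% = full 14-3-3 plus peptide FRET controls and 100% = background without 14-3-3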
# Target sequence (P63103 whole entry, looked up): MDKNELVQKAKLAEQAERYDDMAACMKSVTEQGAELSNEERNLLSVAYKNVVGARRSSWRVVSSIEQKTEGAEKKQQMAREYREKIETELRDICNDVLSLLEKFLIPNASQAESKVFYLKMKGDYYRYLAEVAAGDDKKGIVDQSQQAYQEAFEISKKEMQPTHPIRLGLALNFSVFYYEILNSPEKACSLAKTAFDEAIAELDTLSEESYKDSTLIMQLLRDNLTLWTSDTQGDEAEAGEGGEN
# zfTRPN1 agonist = agonists of zebrafish TRPN1 channel; HEK293 zebrafish TRPN1-YFP, Fluo-8 calcium fluorescence; 100% = response to 87 µM carbachol; activation, % at 3 µM; 220,000 compounds, 0.18% hits;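 active means activation above its plate's cutoff, the mean activation of test wells on that plate plus 3 SD, cut at about 19% in these data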;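 further: 0% = DMSO alone and 100% = 87 µM carbachol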
#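 Control set: carbachol 87 µM as high control, DMSO as low control; system: HEK293 stable line with zebrafish TRPN1-YFP; read-out: % activation versus carbachol response; detection: intracellular calcium fluorescence with Fluo-8; doses: single test compound dose, 3 µM nominal, 0.3% DMSO; schedule: dye 1 h 37 °C plus 30 min RT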
# PPC-1+TRAIL kill = compounds killing PPC-1 cancer cells with TRAIL present (potentiator screen, no TRAIL-free arm) | PPC-1 cells + TRAIL, ATPLite viability luminescence | cell killing (% activity), % at 4 µM | 220,000 compounds, 0.41% hits | AID 1443;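 active means cell killing above 50% in the first pass at 4 µM, then a duplicate retest at 5 µM averaging 50% or more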;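 further: plate controls were cells with TRAIL plus DMSO for no effect and medium-only wells lacking cells for full effect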
# CHOP inh = inhibitors of CHOP induction in ER stress response | CHO-K1 CHOP-promoter luciferase, tunicamycin-induced, 15-18 h | inhibition, % at 10 µM | 220,000 compounds, 3.8% hits;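 active means compounds that reduced the stress-induced luciferase reporter signal by more than about 70% of percent inhibition, limit read from the data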;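 further: 0% = tunicamycin plus vehicle and 100% = wells without tunicamycin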
# NPY Y1 blocker = blocks the human neuropeptide Y Y1 receptor; P25929; HEK293-CNG Y1 cells, membrane potential fluorescence; NPY at EC95, then isoproterenol; inhibition, % at 3.6 µM; 200,000 compounds, 1% hits; AID 1040;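 active means inhibition above the campaign mean inhibition of all tested compounds plus 3 SD, cut at about 20% in these data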;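 further: 0% = DMSO wells given NPY plus isoproterenol and 100% = isoproterenol alone without NPY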
# Target sequence (P25929 whole entry, looked up): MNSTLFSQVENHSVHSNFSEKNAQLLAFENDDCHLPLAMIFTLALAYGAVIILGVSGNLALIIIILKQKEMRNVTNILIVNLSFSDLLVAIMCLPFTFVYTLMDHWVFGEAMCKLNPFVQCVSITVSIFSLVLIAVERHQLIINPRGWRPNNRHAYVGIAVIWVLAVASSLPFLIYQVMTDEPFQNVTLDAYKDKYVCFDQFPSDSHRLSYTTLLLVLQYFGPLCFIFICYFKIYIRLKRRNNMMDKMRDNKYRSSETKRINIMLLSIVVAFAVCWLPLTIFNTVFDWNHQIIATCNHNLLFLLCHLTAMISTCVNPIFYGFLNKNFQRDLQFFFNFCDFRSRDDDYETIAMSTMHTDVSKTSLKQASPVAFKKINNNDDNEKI
#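 Material: HEK293 cells co-expressing NPY Y1 receptor and cyclic-nucleotide gated channel. Timing: compound incubation 1 h at room temperature, readout 45 min post-stimulation. Signal: fluorescence, membrane potential probe.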
# NPY1 pot ag = potentiators or agonists of human neuropeptide Y receptor Y1; P25929; NPY-Y1 expressing cells, potentiator/agonist activation; activation, % at 3.6 µM; 220,000 compounds, 0.37% hits; AID 1304; in the data active means activation above about 33%, passing the limit was not always enough;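 further: cells stimulated with NPY at EC10 then isoproterenol at EC100; 0% = low agonist plus stimulus and 100% = saturating agonist plus stimulus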
# Starred values were filed as active, the others as inactive; . = no result given; & = joins results of further samples; [ ] = remark or other dose. Not all compounds are listed; count on the stated rates, not on these rows.
no.	molecule	TRPML3 ag	EP2 mod	PGE2 EP2 inh	14-3-3 Bad PPI	zfTRPN1 agonist	PPC-1+TRAIL kill	CHOP inh	NPY Y1 blocker	NPY1 pot ag
1	O=C(Nc1ccccc1)NC1CC2CCC(C1)N2 (configuration not stated)	0.5	11.8&-44.0	5.5&8.5	-3.7	-1.0	28.5	62.5	-2.0	3.0
2	CN1C(=O)C(Cc2nc3ccccc3c(=O)n2-c2ccccc2)c2ccccc21 (configuration not stated)	0.1	13.3	1.8	5.1	1.1	2.8	17.1	-7.9	-26.5
3	CCN(CC)c1ccc(C=C2C(=O)N(C)C(=S)N(C)C2=O)o1	4.1	-10.8	3.0	-13.8	4.5	9.9	-4.7	5.7	3.2
4	CCCCn1c(N)c(C(=O)OCCOC)c2nc3ccccc3nc21	-0.6	-34.5	6.4	2.6	-0.5	18.6	-9.0	.	4.6
5	O=C(O)C1C2CCC(O2)C1C(=O)Nc1ccc(Cl)cc1 (configuration not stated)	0.7	1.9	10.4	2.2	0.1	24.2	-7.8	2.5	8.2
6	Cc1ccc(S(=O)(=O)NP(=O)(Oc2ccccc2)Oc2ccccc2)cc1	0.5	-5.0	5.8	57.3[fluorescence artefact?]	-0.8	-5.0	13.2	10.2	0.9
7	Cc1cccc(N2C(=O)CC(=O)NC2=O)c1	0.6	11.7	9.7	1.9	0.4	8.3	0.6	6.4	-18.9
8	COc1ccccc1N1CCN(Cc2ccc(F)cc2)CC1	-0.4	-7.2	-0.1	-6.2	0.5	16.0	-4.3	-0.3	-3.9
9	CSc1ccc(CNC2CN3CCC2CC3)cc1 (configuration not stated)	1.2	5.9	12.0	58.1	1.7	11.5	24.6	9.0	22.5
10	CC(O)(CS(=O)(=O)c1ccccc1)C(=O)Nc1cccc(C(F)(F)F)c1 (configuration not stated)	0.5	4.4	2.4	-9.4	-0.3	9.2	2.5	1.3	14.1
11	CCC(C)N=Cc1c(O)n(-c2ccccc2)c(=O)[nH]c1=O (configuration not stated)	0.7	11.6	12.1	28.2	-0.9	-19.0	-2.2	-1.9	3.2
12	O=C(Nc1ccccc1)c1c(O)c2c(n(Cc3ccco3)c1=O)CCCC2	0.7	64.6*	4.3	-2.4	-0.9	1.9	-3.8	.	12.2
13	N#CCC(=O)NN1Cc2ccccc2C1=N	-0.1	14.0	1.3	9.3	-1.1	11.3	24.8	0.1	4.6
14	CCCCCSc1cc(OC)c(CCN(C)C)cc1OC	0.3	-13.7	8.8	12.9	0.8	26.0	29.4	8.5	-35.5
15	Cc1cccc(OP(N)(N)=O)c1C	1.9	-0.5	8.7	40.2	1.7	9.8	-15.3	6.3	-6.3
16	COC(=O)N(C)c1ccc(C(O)(C(=O)OC)C(F)(F)F)cc1 (configuration not stated)	0.5	-0.2	1.5	-3.0[fluorescence artefact?]	2.5	15.1	14.5	-0.2	21.4
17	CCC(C)N1C(=O)/C(=C\c2cnc(N(C)C)nc2)C(=O)NC1=S (configuration not stated)	0.6	-0.6	10.7	2.8	0.9	-0.3	-7.7	6.6	-13.6
18	O=c1[nH]c(=S)[nH]c(O)c1N=Nc1ccc2c(c1)OCCO2	0.5	0.9	6.6	-2.5	-1.5	73.5*[5 µM]	31.2	.	-22.2
19	CCN(CC)CCOC(=O)C(O)(c1ccccc1)c1ccccc1	-0.6	-29.0	14.5	4.4	-2.1	17.9	7.6	2.6	3.6
20	COc1ccccc1/C=C1/C(=N/O)C2CCN1CC2	0.4	13.4	13.8	14.8[fluorescence artefact?]	0.2	9.2	22.3	5.5	-14.4

# In the list so far, 2 have an aryl thioether with sulfur outside any ring:
no.	molecule	TRPML3 ag	EP2 mod	PGE2 EP2 inh	14-3-3 Bad PPI	zfTRPN1 agonist	PPC-1+TRAIL kill	CHOP inh	NPY Y1 blocker	NPY1 pot ag
9	CSc1ccc(CNC2CN3CCC2CC3)cc1 (configuration not stated)	1.2	5.9	12.0	58.1	1.7	11.5	24.6	9.0	22.5
14	CCCCCSc1cc(OC)c(CCN(C)C)cc1OC	0.3	-13.7	8.8	12.9	0.8	26.0	29.4	8.5	-35.5

# Remaining list, next part.
no.	molecule	TRPML3 ag	EP2 mod	PGE2 EP2 inh	14-3-3 Bad PPI	zfTRPN1 agonist	PPC-1+TRAIL kill	CHOP inh	NPY Y1 blocker	NPY1 pot ag
21	CC(C)CCNC(=O)CN1C(=O)CN=C(c2ccccc2)c2ccccc21	0.3	-16.1	3.0	-2.0	0.7	2.7	20.5	.	12.1
22	CCCCn1c(O)c(C=NCc2ccc3c(c2)OCO3)c(=O)[nH]c1=O	-0.5	-55.6	5.1	-0.2	0.5	1.6	6.5	.	8.1
23	Cc1cc(OCc2ccc([N+](=O)[O-])cc2)c2c3c(c(=O)oc2c1)CCCC3	-0.9	14.6	.	-2.1[fluorescence artefact?]	-1.4	20.4	6.0	5.3	-1.3
24	COc1cc(CC2(CCc3ccncc3)C(=O)N(C)C(=O)N(C)C2=O)cc(OC)c1OC	1.2	17.3&-8.8	9.0&10.3	-8.9	1.2	10.0	11.3	-3.1	-2.6
25	CCOC(=O)c1cccc([P+](=O)O)c1	-0.1	4.7	9.2	8.6	0.9	21.0	-1.9	7.2	-5.5
26	O=c1[nH]c(=O)n(C2CCCCC2)c(O)c1C=NCCCn1ccnc1	0.7	12.0	6.6	-7.0	1.6	-5.3	46.1	-4.7	7.7
27	COC1CCCCC1NCCc1ccccc1 (configuration not stated)	0.0	9.3	4.2	9.8	2.0	11.5	6.0	-0.2	10.0
28	CCOc1cccc(CNC2CN3CCC2CC3)c1 (configuration not stated)	1.1	13.8	4.0	28.9	1.5	-9.8	28.6	-2.0	11.5
29	CCCn1c(C(=O)c2ccccc2OC)nc2ccccc21	-0.5	39.7	4.7	-8.6	-0.9	-9.2	-1.1	4.1	13.3
30	CCC(=O)c1cn(Cc2ccc(C#N)cc2)c2ccccc12	1.1	-39.4&4.6	3.8&4.5	-1.8	-1.8	34.4	22.0	9.7	-18.6
31	CC1CCCCN1Cc1cccnc1 (configuration not stated)	0.4	13.4	7.2	41.4	0.4	3.9	0.7	5.8	7.1
32	COc1cc2c(C(=O)N3CCN(C)CC3)c(C)n(C)c2cc1Br	-1.0	25.0	9.1	2.2	-1.1	21.2	14.9	6.5	-3.8
33	Cn1cc(C(=O)NCc2ccccc2)c2ccccc21	0.8	-19.6	2.1	-2.3	-0.2	9.1	16.8	-0.1	-2.1
34	O=c1[nH]c(=O)n(Cc2ccco2)c(O)c1C=NCCCn1ccnc1	0.0	5.6	.	11.9	1.1	8.4	4.8	-0.6	-3.5
35	Cc1nn(Cc2ccccc2)c(C)c1C(=O)OCC(=O)Nc1ccccc1SCC#N	0.9	0.0	13.3	.	0.9	4.7	32.7	1.1	3.7
36	COc1ccc(/C=C2\C(=N\O)C3CCN2CC3)cc1	-0.2	8.4	14.0	54.4	-0.4	12.7	23.9	-4.5	-20.8
37	COc1cccc(C2=NOC(C(=O)N3CCC4(CC3)OCCO4)C2)c1 (configuration not stated)	-0.4	6.5	6.6	-7.2	1.4	11.9	-21.2	2.3	3.8
38	OC1(c2ccc(F)cc2)CCNC1 (configuration not stated)	0.7	-4.5	5.7	6.7[fluorescence artefact?]	3.8	23.0	12.9	3.9	15.8
39	O=C1C2CCN(CC2)C12CC2c1ccc(C(F)(F)F)cc1 (configuration not stated)	0.3	-5.2	15.5	3.8	-0.3	5.3	10.5	.	10.1
40	CCC1(C)CC(CCNCc2ccc(N(C)C)cc2)(c2ccc(F)cc2)CCO1 (configuration not stated)	0.6	-23.3	12.7	-2.9	0.8	-6.1	8.3	.	16.3
41	COCCCNC(=O)c1c(N)n(Cc2ccco2)c2nc3ccccc3nc12	0.9	8.9	5.9	2.7	1.2	-1.3	5.6	.	11.8
42	O=C(c1cc(F)ccc1F)C1CCCN(Cc2ccc3nonc3c2)C1 (configuration not stated)	0.8	-12.2	3.6	-10.8	-2.7	5.1	25.5	5.3	-19.8
43	COc1ccc(O)c(CN2CCCC(C(=O)c3sccc3C)C2)c1 (configuration not stated)	-0.2	-3.0	7.7	-15.3	-1.7	14.0	2.2	6.4	-16.8
44	O=C(NC(Cc1cnc[nH]1)C(=O)O)c1ccccc1 (configuration not stated)	0.8	28.6	6.4	-7.9	0.6	-13.3	10.5	-1.9	7.9
45	COc1ccc(/C=C2/C(=O)NC(=O)N(c3ccccc3)C2=O)cc1CN1C(=O)c2ccccc2C1=O	0.2	16.8	6.3	-4.2	1.6	7.1	-4.4	.	11.3
46	COc1ccc(/C=C2/C(=O)NC(=O)N(c3ccc(C)c(C)c3)C2=O)cc1CN1C(=O)c2ccccc2C1=O	0.9	-16.1	0.2	5.1[fluorescence artefact?]	1.2	11.9	5.7	-0.4	-6.2
47	CCCCCCn1c(O)c(C=NCCN2CCOCC2)c(=O)[nH]c1=O	0.8	7.6	5.8	5.6[fluorescence artefact?]	0.6	11.6	-13.2	0.6	-18.4

# Some of these compounds in order of molecular weight, high to low.
no.	molecule	TRPML3 ag	EP2 mod	PGE2 EP2 inh	14-3-3 Bad PPI	zfTRPN1 agonist	PPC-1+TRAIL kill	CHOP inh	NPY Y1 blocker	NPY1 pot ag
46	COc1ccc(/C=C2/C(=O)NC(=O)N(c3ccc(C)c(C)c3)C2=O)cc1CN1C(=O)c2ccccc2C1=O	0.9	-16.1	0.2	5.1[fluorescence artefact?]	1.2	11.9	5.7	-0.4	-6.2
45	COc1ccc(/C=C2/C(=O)NC(=O)N(c3ccccc3)C2=O)cc1CN1C(=O)c2ccccc2C1=O	0.2	16.8	6.3	-4.2	1.6	7.1	-4.4	.	11.3
42	O=C(c1cc(F)ccc1F)C1CCCN(Cc2ccc3nonc3c2)C1 (configuration not stated)	0.8	-12.2	3.6	-10.8	-2.7	5.1	25.5	5.3	-19.8
47	CCCCCCn1c(O)c(C=NCCN2CCOCC2)c(=O)[nH]c1=O	0.8	7.6	5.8	5.6[fluorescence artefact?]	0.6	11.6	-13.2	0.6	-18.4
